# Screens as filed in PubChem.
# Xi reactivation: X-chromosome reactivation activator | XiGFP mouse fibroblasts, % GFP-positive cells imaging, 3 d; cells co-treated with 5-aza-dC sensitizer; scaled so ellipticine positive control = 100% | activation, % at 7.58 µM | hit rate 0.055% among 360,000 | AID 743238;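 active = mean normalized replicate activation at least 10% and every replicate at or above 10%; inconclusive = only one of the two criteria met; inactive = mean below 10% and not all replicates reach 10%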;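 note: 0% = median of on-plate neutral control wells and 100% = ellipticine 6 µM median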
#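 System: 68-5-11 XiGFP fibroblast line; Timing: 3 days compound exposure; Compound dosing: one concentration, pinned; Benchmarks: positive control ellipticine, 6 µM final; Buffer or medium: DMEM containing 5-aza-dC.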
# ERp5 inh: ERp5 (human) disulfide isomerase inhibition. inhibition, % at 9.99 µM. ERp5 insulin aggregation, absorbance 650 nm, 90 min. Q15084. hit rate 0.05% among 350,000;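 active = mean replicate inhibition above about 25%, with every replicate also reaching it, limit read from the data, passing the limit was not always enough; inconclusive = only one of those two criteria met; inactive = neither criterion met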
# Target sequence (Q15084 whole entry, looked up): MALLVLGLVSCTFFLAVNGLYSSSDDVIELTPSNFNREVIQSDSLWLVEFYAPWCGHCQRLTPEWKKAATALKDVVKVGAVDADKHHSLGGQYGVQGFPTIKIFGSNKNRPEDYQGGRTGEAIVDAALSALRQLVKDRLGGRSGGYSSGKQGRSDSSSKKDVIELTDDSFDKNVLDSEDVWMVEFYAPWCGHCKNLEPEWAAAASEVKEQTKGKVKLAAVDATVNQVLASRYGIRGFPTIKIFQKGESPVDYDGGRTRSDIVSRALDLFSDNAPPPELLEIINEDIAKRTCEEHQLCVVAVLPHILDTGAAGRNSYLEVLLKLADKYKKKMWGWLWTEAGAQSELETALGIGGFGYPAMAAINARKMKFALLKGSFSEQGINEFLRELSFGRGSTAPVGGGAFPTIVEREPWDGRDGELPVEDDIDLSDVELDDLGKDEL
# EWS-Fli inh: inhibitors of EWS/Fli oncoprotein transcriptional activity | hit rate 0.67% among 350,000 | AID 651661 | inhibition, % at 12.6 µM | A673 NR0B1-luciferase reporter, viability-normalised;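 active = mean inhibition of at least 50% after viability correction, with every replicate also passing that limit; inconclusive = mean reaches 50% but only one of two replicates passes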;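 note: firefly luciferase signal divided by Alamar Blue viability fluorescence both relative to DMSO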
# CFTR F508del cor: CFTR F508del correction in bronchial cells | hit rate 0.36% among 350,000 | CFBE cells, YFP halide quenching; stimulated with forskolin plus potentiator P3; % fluorescence drop versus neutral controls | activity (quench increase), % at 7.58 µM;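 active = mean added fluorescence quench of at least 8% versus neutral control, with both replicates also reaching 8%; inconclusive = only one of the mean or replicate conditions met; inactive = mean below 8% and not both replicates reaching 8%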;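 note: cells transiently co-express mutant CFTR-F508del with the halide-sensitive YFP; corrector assay measuring rescue of mutant channel to the surface after 24 h compound exposure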
# DENV2 CPE rescue: protects cells from dengue virus 2 cytopathic effect; DENV2-infected cells, cytopathic effect rescue, plate reader; CPE inhibition, % at 9.99 µM; hit rate 1.7% among 350,000; in the data active = CPE inhibition above about 20%, passing the limit was not always enough; inconclusive = no clear call, values can overlap the other calls; tested in BHK-21 cells;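 note: 0% = median of neutral control wells and 100% = median of positive control wells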
# ARNT-TACC3 inh: disrupts binding between human ARNT and TACC3; Q9Y6A5; AlphaScreen His-ARNT PAS-B/GST-TACC3 binding, luminescence; TACC3 fragment carries E629A point mutation; inhibition, % at 9.99 µM; hit rate 0.66% among 390,000; AID 623870;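 active = mean inhibition of replicates at least 50% and at least half of replicates each reaching 50%; inconclusive = half or more replicates reach 50% but mean below 50%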;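 note: 0% = complete ARNT plus TACC3 wells and 100% = ARNT alone without TACC3; many hits fall short of the cut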
# PAX8 inh HTS: lowers PAX8-driven luciferase in RMG-I cells | RMG-I TPO-luciferase reporter, SteadyGlo, 24 h | inhibition, % at 12.6 µM | hit rate 1.2% among 360,000 | AID 652154;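 active = mean replicate inhibition at least 60% with every replicate also reaching 60%; inconclusive = only one of the two criteria is met; inactive = mean below 60% and not all replicates reaching 60%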;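 note: luciferase light reporting Pax8 driven TPO promoter activity; plate controls were median of neutral control wells for no effect and mitoxantrone controls for full effect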
# GSIS activator: primary screen for activators of insulin secretion dependent on glucose, INS-1E cells, GLuc reporter luminescence; INS-1E GLuc reporter insulin secretion, 2-3 h; activation, % at 16.6 µM; hit rate 0.61% among 370,000;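 active = lowest replicate activation of at least 40%, so every replicate reaches that level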;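 note: 0% = median of neutral control wells and 100% = median of IBMX positive control wells; some compounds called inactive have numbers as strong as hits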
# Starred values were filed as active, the others as inactive; ? = inconclusive; · = no result given.
SMILES,Xi reactivation,ERp5 inh,EWS-Fli inh,CFTR F508del cor,DENV2 CPE rescue,ARNT-TACC3 inh,PAX8 inh HTS,GSIS activator
CCC(=O)N1Cc2cc(C(=O)Nc3nccs3)nc(-c3cccc(-c4ccccc4OC)c3)c2[C@@H]1CCO,0.2,-2,8,5.7,7,·,35,-6
Cc1ccc(NC(=O)CSc2nnc(CNC(=O)c3ccccc3F)o2)cc1Cl,0.1,1,·,3.6,-2,2,-7,20
CC(=O)N(C[C@H]1N[C@H](CO)[C@@H]1c1ccc(-c2cccc(F)c2)cc1)C1CCCC1,0.6,2,·,5.9,14,·,·,-18
CN1CCN(S(=O)(=O)c2cc(Cl)c(Cl)cc2Cl)CC1,-0.1,6,13,0.6,0,-1,-34,4
CN(C)C(=O)CCc1ccc2c3c([nH]c2c1)[C@]1(C)[C@@H](C(=O)N2CCCCC2)C[C@H](CC(=O)NCCCn2ccnc2)C(=O)N1CC3,0.7,5,-8,-1.0,-2,0,12,1
O=C1N[C@@H](c2ccccc2)COCc2cn(nn2)CC[C@H]1Cc1ccc(Cl)cc1,0.1,11,-6,·,7,·,-24,5
COc1cccc(C(=O)Nc2ccc3c(c2)OC[C@H](C)N(CC2CC2)C[C@@H](C)[C@@H](OC)CN(C)C3=O)c1,-0.3,2,0,0.4,7,-4,·,-1
O=C(C[C@@H]1C=C[C@H](NC(=O)c2ccccc2)[C@H](CO)O1)NCc1ccncn1,-0.3,6,-4,0.4,-1,5,-2,15
CCOC(=O)CN1C(=O)N[C@@H](c2cccc(F)c2)C(C(=O)OC)=C1C,-0.1,-3,2,-1.8,?,-16,14,-20
CC(Sc1nn(-c2ccc(Cl)cc2)c(=S)s1)C(=O)NCC1CCCO1 (configuration not stated),0.2,-2,3,0.6,-3,-2,1,10
CSc1ccccc1C(=O)NCc1cccnc1,0.1,5,1,-0.6,-2,-1,-18,10
CCCCOc1ccc(C(=O)NCC(=O)N(C)Cc2nc3ccccc3c(=O)[nH]2)cc1,-0.1,2,4,3.2,4,4,9,-18
CCn1c(CNc2cccc(C(F)(F)F)c2)n[nH]c1=S,0.0,-12,-3,3.4,6,-1,-2,-1
CCCNC(=O)N1C[C@@H](O)COC[C@H]2O[C@@H](CC(=O)N3CCOCC3)CC[C@@H]21,0.0,4,-3,-1.0,-10,-1,2,10
NC(=O)c1ccc(SCC(=O)OCC(=O)NCc2cccs2)c([N+](=O)[O-])c1,0.1,-1,2,0.1,3,-1,10,11
Cc1ccc(S(=O)(=O)NCC[C@@H]2CC[C@H](NC(=O)Nc3cccc(F)c3)[C@H](CO)O2)cc1,1.1,1,4,3.1,-1,3,12,-11
COc1ccc(CSc2ncnc3sccc23)cc1F,0.0,-4,-20,-1.8,-4,-6,-8,10
Oc1c(C=C2N=c3ccccc3=N2)sc(=S)n1C1CCCC1,0.0,·,·,·,·,13,-5,9
O=C(CN1C(=O)CCC1=O)NNc1ccc2ccccc2c1,-0.1,5,22,-1.9,-5,-8,3,2
CC(C)(C)S(=O)N1Cc2cc(=O)n(Cc3ccccc3)cc2[C@H]1CCO (some centres not stated),-0.1,6,-1,0.6,-7,-3,11,11
CCN(CC)S(=O)(=O)c1ccc2oc(Nc3ccccc3)nc2c1,0.2,1,-124,-3.9,5,·,-125,-2
O=C(CCN1CCOCC1)NNC(=O)c1ccc([N+](=O)[O-])cc1[N+](=O)[O-],0.0,12,0,1.1,-2,-2,-6,14
CC(c1nc2ccccc2c(=O)[nH]1)N1CCN(S(=O)(=O)c2ccc(F)c(Cl)c2)CC1 (configuration not stated),-0.1,9,-2,2.4,-11,·,-2,-6
O=C(CN1CCOCC1)NCC[C@@H]1CC[C@H](NC(=O)c2ccccc2F)[C@@H](CO)O1,-0.3,2,0,-3.3,5,0,-2,7
O=c1c2cc(Cl)ccc2[nH]c(=S)n1Cc1cccs1,0.1,·,·,·,·,-4,9,-26
C[C@@H]1CN([C@@H](C)CO)C(=O)c2cc(NS(=O)(=O)c3ccccc3)ccc2O[C@@H](C)CCCCO[C@@H]1CN(C)C(=O)CCC(F)(F)F,0.0,1,-3,1.3,1,-1,-8,-14
Cc1cc(OCc2cc(C(=O)NCCN3CCCCC3CO)no2)cc(C)c1Cl (configuration not stated),0.0,-11,8,4.4,-7,-1,·,-3
CCC(C)NC(=O)CNC(=O)c1nn(-c2ccc(OC)cc2)c(=O)c2ccccc12 (configuration not stated),0.0,-3,-1,0.0,-5,20,3,-12
C[C@@H]1CCCCO[C@H](CN(C)Cc2ccc(C(=O)O)cc2)[C@H](C)CN([C@@H](C)CO)C(=O)c2cc(NC(=O)NC3CCCCC3)ccc2O1,0.1,-10,0,1.4,1,-7,-9,-3
COc1ccc(C#Cc2ccc([C@@H]3[C@@H](CO)N4C(=O)CN(C(=O)NC(C)C)C[C@H]34)cc2)cc1,0.0,1,4,2.6,8,·,-19,-10
Cc1ccc2cc(CCNS(=O)(=O)c3ccc(Cl)cc3)c(=O)[nH]c2c1C,0.1,0,2,-1.7,1,5,3,-37
COc1ccccc1C(O)(C(=O)NN(C)c1ccccc1)c1ccccc1OC,0.0,3,-1,·,-1,-3,7,·
CC(NC(=O)CNC(=O)C1CCCCC1)c1ccc(S(N)(=O)=O)cc1 (configuration not stated),0.1,2,5,1.2,-3,1,2,-1
CC(C)c1cn(CC[C@H]2CC[C@@H](NC(=O)Nc3cc(Cl)cc(Cl)c3)[C@@H](CO)O2)nn1,0.3,6,4,1.5,-3,-11,19,-36
CC(C)(C)OC(=O)N1CCC[C@H]1C(=O)O,0.0,4,-1,1.4,10,21,9,·
COc1cc2c(cc1OC)N1C(=O)CC(OCC(=O)O)C3C4CC5(CCN5C(=O)C4=O)C2C31 (configuration not stated),0.5,-3,4,1.5,-2,·,-21,10
CC(C)N(C(=O)CSc1ccc(S(=O)(=O)N2CCCCC2)cn1)C(C)C,0.2,3,5,-1.4,4,-2,-2,-7
COc1cc(N2Cc3ccccc3C2)ccc1C=O,0.2,-2,-86,2.1,-8,-22,-28,13
O=C(C[C@H]1CC[C@@H](NC(=O)C2CCC2)[C@@H](CO)O1)NCCCN1CCOCC1,-1.0,-2,-1,-1.8,-4,-14,10,-1
O=[N+]([O-])c1ccc(Cl)c(NC2=NCCCCC2)c1,0.2,3,8,-2.9,1,-1,4,-12
O=C(O)c1cc(-c2ccc(/C=C3\NC(=O)N(c4ccccc4)C3=O)o2)ccc1Cl,0.2,-1,-21,1.3,-5,13,-17,7
O=S(=O)(c1ccccc1)N1CCN(Cc2cccc(OCCO)c2)CC1,·,-4,-13,-0.1,-3,-11,-6,·
O=C(Oc1cccc([N+](=O)[O-])c1)c1ccc2c(=O)n3c(nc2c1)CCC3,-0.2,6,-6,-0.4,3,-5,-6,2
O=C(c1cccc(F)c1)N1CCc2ccccc21,·,5,10,0.5,0,1,·,29
O=C(Nc1cc2c(cc1Cl)OCCCO2)c1ccc(F)cc1,-0.1,·,·,·,·,-10,-229,0
O=C(CC[C@H]1O[C@@H](n2ccc(=O)[nH]c2=O)[C@H](O)[C@@H]1O)N[C@@H](Cc1ccccc1)C(=O)NCC1CCCCC1,·,7,-1,-5.7,5,·,-9,14
O=C(c1c(F)cccc1F)N1CCC(n2nnc3cc(C(F)(F)F)ccc32)CC1,0.2,0,1,1.9,-7,-7,15,-2
CNC[C@@H]1Oc2ccc(NC(=O)NC3CCCCC3)cc2CC(=O)N([C@@H](C)CO)C[C@H]1C,0.0,0,4,0.7,2,-5,1,0
COc1ccccc1C(=O)NNC1=NS(=O)(=O)c2ccccc21,0.0,-9,-9,1.0,4,-2,36,·
COc1ccc(S(=O)(=O)N(CC(=O)NCc2ccncc2)Cc2ccccc2)cc1,0.0,1,2,-3.1,-2,0,-2,-2
COc1ccc(-c2cc(=O)oc3cc(OCC(=O)Nc4ccccn4)ccc23)cc1,0.0,-5,·,-0.7,7,-5,-28,22
Cc1cccc(C(=O)OCC(=O)c2c(C)[nH]c3ccccc23)c1O,0.0,3,-45,2.3,9,-2,-110,-43
O=C(NCc1cccc(Br)c1)C1CC(c2ccccc2C(F)(F)F)=NO1 (configuration not stated),0.2,·,6,0.1,·,-2,14,-14
COC(=O)[C@H]1C[C@H](OC(=O)NC2CC2)[C@@]2(O)CN(S(=O)(=O)c3ccc(C)cc3)CC2[C@H]1C(=O)OC (some centres not stated),0.0,6,1,0.2,-1,·,9,51
O=C(N[C@@H]1CC[C@H](CCNS(=O)(=O)c2ccccc2)O[C@H]1CO)c1cccnc1,0.5,-4,2,0.4,-3,2,-9,16
COc1ccc(NC(=O)Cn2ccc3c(OC)cccc3c2=O)cc1,1.1,4,-2,-0.7,-2,-3,-7,17
Cc1ccc(N2CCN(C(=O)c3cc(COc4c(C)cccc4C)on3)CC2)c(C)c1,0.6,5,1,-3.0,-1,1,-5,-9
Cc1cc(C)c(C#N)c(Oc2ccccc2Br)n1,0.0,0,-5,-1.5,?,-9,12,2
COCCNC(=O)c1cc2c(c(-c3cccc(C#Cc4ccc(OC)c(OC)c4)c3)n1)[C@H](CCO)N(S(=O)C(C)(C)C)C2 (some centres not stated),0.0,-1,22,4.3,4,·,8,6
O=C(C[C@H]1CC[C@H]2NC[C@@H](O)COC[C@@H]2O1)NCCN1CCCCC1,0.4,·,-11,-0.6,3,11,-7,8

# Rewritten as labelled records: part of the list above.
COc1ccc(NC(=O)Cn2ccc3c(OC)cccc3c2=O)cc1
  Xi reactivation: 1.1; ERp5 inh: 4; EWS-Fli inh: -2; CFTR F508del cor: -0.7; DENV2 CPE rescue: -2; ARNT-TACC3 inh: -3; PAX8 inh HTS: -7; GSIS activator: 17

Cc1ccc(N2CCN(C(=O)c3cc(COc4c(C)cccc4C)on3)CC2)c(C)c1
  Xi reactivation: 0.6; ERp5 inh: 5; EWS-Fli inh: 1; CFTR F508del cor: -3.0; DENV2 CPE rescue: -1; ARNT-TACC3 inh: 1; PAX8 inh HTS: -5; GSIS activator: -9

# Next structures follow.
SMILES,Xi reactivation,ERp5 inh,EWS-Fli inh,CFTR F508del cor,DENV2 CPE rescue,ARNT-TACC3 inh,PAX8 inh HTS,GSIS activator
COCCNC(=O)[C@@H]1[C@@H](CO)[C@@H]2Cn3c(ccc(C4=CCCCC4)c3=O)[C@H]1N2C(=O)C1CCC1,0.1,3,-2,1.2,-1,-14,-4,-19
COc1cccc(OC)c1OCCCOc1ccc(C)cc1Br,-0.1,·,·,·,·,-11,8,-4
NC(=S)c1cc2cc(Br)ccc2oc1=O,0.3,-2,2,-0.1,?,-10,4,-11
Cc1cc(/C=N\NC(=O)COc2cccc3cccnc23)c(C)n1-c1ccccc1,0.5,5,-19,-1.1,-3,-3,15,-5
Cc1noc(C)c1NC(=O)N(C)C[C@H]1Oc2ccc(N(C)C)cc2CC(=O)N([C@@H](C)CO)C[C@@H]1C,-0.1,·,6,-1.6,·,·,4,12
Cc1cc(/C=C(\C#N)C(N)=O)c(C)n1-c1ccc(N2CCOCC2)c([N+](=O)[O-])c1,0.4,·,·,·,·,-4,-3,-17
O=C(CSc1ccc(Cl)cc1)NC1CCCc2ccccc21 (configuration not stated),-0.1,2,6,·,6,-2,8,19
CC(C)c1ccc(OCC(=O)NNC(=S)NC(=O)c2ccco2)c(Br)c1,0.0,2,·,-0.2,2,-8,-12,10
O=S1(=O)C=C[C@H](COCc2ccccc2)N1,0.3,3,-6,-1.1,9,·,-6,16
O=C(Nc1ccc(N2CCOCC2)cc1)c1ccc(-c2ccccc2[N+](=O)[O-])o1,0.1,2,-19,-0.5,1,27,-29,·
